OX1R antag-1: antagonists of human orexin 1 receptor | CHO/OX1R cells, Fluo-8 calcium fluorescence, orexin A | inhibition, % at 5 µM | 330,000 tested, 0.43% active | AID 434989;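 active = inhibition above its plate's threshold, mean inhibition of all tested compounds on the plate plus 3 SD, cut at about 37% in these data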;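 also: 0% = orexin A challenge wells and 100% = SB-334867-A antagonist wells; not every result past the cut was called active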
Target sequence (O43613 whole entry, looked up): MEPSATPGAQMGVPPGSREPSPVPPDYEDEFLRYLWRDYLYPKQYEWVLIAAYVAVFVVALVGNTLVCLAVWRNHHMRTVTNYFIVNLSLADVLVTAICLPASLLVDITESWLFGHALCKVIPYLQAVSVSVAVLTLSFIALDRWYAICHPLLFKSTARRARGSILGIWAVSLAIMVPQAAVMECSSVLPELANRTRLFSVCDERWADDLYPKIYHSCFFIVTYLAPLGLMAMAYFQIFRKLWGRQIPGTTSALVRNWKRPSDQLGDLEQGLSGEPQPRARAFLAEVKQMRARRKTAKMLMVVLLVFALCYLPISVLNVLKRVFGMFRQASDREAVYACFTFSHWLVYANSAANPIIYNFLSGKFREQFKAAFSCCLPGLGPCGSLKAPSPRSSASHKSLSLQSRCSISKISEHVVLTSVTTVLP
OX1R antag-2: OX1R (human) antagonism | O43613 | OX1R-expressing cells, FRET antagonist read-out | inhibition, % at 6.6 µM | 330,000 tested, 1.8% active | AID 485270; in the data active = inhibition mostly above about 38%, no sharp cut-off; inactive = mostly below about 40%;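 also: 0% = agonist challenge alone and 100% = reference antagonist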
An asterisk follows results filed as active.

SMILES	OX1R antag-1	OX1R antag-2
O=C1CC(NCCN2CCOCC2)C(=O)N1Cc1ccc(N2CCCC2=O)cc1 (centres undefined)	-13	12
O=C(Nc1ccc(C(=O)N2CCCCC2)cc1)c1ccccc1Br	-22	0
O=C(Nc1ccncc1)C1CCN(S(=O)(=O)c2cccc(C(F)(F)F)c2)CC1	3	3
Cn1cc(C(C[N+](=O)[O-])c2ccccc2)c2ccccc21 (centres undefined)	-25	20
Fc1ccc(C2CC(c3ccco3)=Nc3ccccc3S2)cc1 (centres undefined)	-13	3
COC(=O)C1=C(NC(=O)COc2ccc(Cl)cc2Cl)CCS1	-21	11
Cc1ccccc1OCCn1cc(/C(N)=N/O)c2ccccc21	-15	23
O=C(CCN1CCOCC1)NNC(=O)c1ccc([N+](=O)[O-])cc1[N+](=O)[O-]	-1	49*
Cc1ccc(NC(=O)Cn2c(=O)cnc3ccccc32)cc1S(=O)(=O)N1CCCCC1	14	-2
Cc1cc(OCc2cc(C(=O)N3CCN(CC4CC4)CC3)no2)cc(C)c1Cl	-25	17
Cc1ccc(/C=C/C(=O)O)cc1S(=O)(=O)N1CCC(Cc2ccccc2)CC1	-25	46
COc1ccc(-n2c(SCC(=O)Nc3ccccc3OC)nc(O)c(Cc3ccccc3)c2=O)cc1	-24	13
CCc1nnc(NC(=O)CSc2nnc(-c3ccc(O)cc3)n2C)s1	2	18
Cc1cc(/C=C2/NC(=O)N(c3ccccc3)C2=O)c(C)n1C(C)C	-21	22
COC(=O)CSC1=C(C#N)C(c2ccccc2)CC(=O)N1 (centres undefined)	-2	-3
Cc1ccc(CN2C(=O)c3ccccc3Sc3ccc(C(=O)NCCN4CCOCC4)cc32)cc1	-1	10
CN(C)S(=O)(=O)c1cccc(NC(=O)COC(=O)c2cc(-c3cccc(Br)c3)nc3ccccc23)c1	8	8
Nc1c(N=Nc2ccccc2F)c(=O)[nH]n1-c1ccccc1	22	86*
CCOC(=O)Cn1nc(-c2ccccc2)nc1-c1ccccc1	-13	19
CCCC(=O)n1nc(-c2cccnc2)nc1N	-6	21
c1csc(-c2noc(COc3ccc4c(c3)CCCC4)n2)c1	4	17
Cc1nn(CC(=O)Nc2nc3ccccc3s2)c(C)c1[N+](=O)[O-]	-30	18
Cc1nc(NC(=O)c2ccc3c(c2)OCO3)ccc1Br	-23	31
COc1ccccc1C(=O)C1CCCN(C(=O)CCn2cnnn2)C1 (centres undefined)	-9	13
Cc1cc(C(=O)N/N=C/c2cccc([N+](=O)[O-])c2)c(C)o1	-16	33
CC(=O)c1cccc(OCC(=O)Nc2cccc(C(=O)Nc3c(C)n(C)n(-c4ccccc4)c3=O)c2)c1	-2	4
CCOCCCNC(=O)CN1N=C(c2ccc(C)cc2)CCC1=O	-20	12
CN(C(=O)C1CCCCN1S(=O)(=O)c1ccccc1)c1ccccc1 (centres undefined)	-24	23
CC(=Nc1ccc(Br)cc1)c1sc2ccccc2c1O	-6	14
Nc1ccc(C(=O)OCCCc2nc3cc4ccccc4cc3[nH]2)cc1	-12	41*

A few values from the list.
Under OX1R antag-2, `COc1ccccc1C(=O)C1CCCN(C(=O)CCn2cnnn2)C1` (centres undefined) reads 13
Under OX1R antag-1, `CN(C(=O)C1CCCCN1S(=O)(=O)c1ccccc1)c1ccccc1` (centres undefined) reads -24
Under OX1R antag-2, `c1csc(-c2noc(COc3ccc4c(c3)CCCC4)n2)c1` reads 17
Under OX1R antag-2, `CCOC(=O)Cn1nc(-c2ccccc2)nc1-c1ccccc1` reads 19
Under OX1R antag-2, `CCCC(=O)n1nc(-c2cccnc2)nc1N` reads 21
Under OX1R antag-2, `Cc1ccc(CN2C(=O)c3ccccc3Sc3ccc(C(=O)NCCN4CCOCC4)cc32)cc1` reads 10

In a second layout: 3 of the compounds above.
Cc1cc(C(=O)N/N=C/c2cccc([N+](=O)[O-])c2)c(C)o1
  OX1R antag-1: -16
  OX1R antag-2: 33

CC(=O)c1cccc(OCC(=O)Nc2cccc(C(=O)Nc3c(C)n(C)n(-c4ccccc4)c3=O)c2)c1
  OX1R antag-1: -2
  OX1R antag-2: 4

CCOCCCNC(=O)CN1N=C(c2ccc(C)cc2)CCC1=O
  OX1R antag-1: -20
  OX1R antag-2: 12

Entries shown so far that contain fluorine (three):
SMILES	OX1R antag-1	OX1R antag-2
O=C(Nc1ccncc1)C1CCN(S(=O)(=O)c2cccc(C(F)(F)F)c2)CC1	3	3
Fc1ccc(C2CC(c3ccco3)=Nc3ccccc3S2)cc1 (centres undefined)	-13	3
Nc1c(N=Nc2ccccc2F)c(=O)[nH]n1-c1ccccc1	22	86*

OX1R antag-2: entries above that show a hit
SMILES	OX1R antag-1	OX1R antag-2
O=C(CCN1CCOCC1)NNC(=O)c1ccc([N+](=O)[O-])cc1[N+](=O)[O-]	-1	49*
Nc1c(N=Nc2ccccc2F)c(=O)[nH]n1-c1ccccc1	22	86*
Nc1ccc(C(=O)OCCCc2nc3cc4ccccc4cc3[nH]2)cc1	-12	41*

The list continues:
SMILES	OX1R antag-1	OX1R antag-2
Cc1nonc1C(=O)N/N=C/c1ccc([N+](=O)[O-])o1	-8	144*
COc1cccc(C(=O)NC(=S)Nc2ccccc2N2CCCC2)c1	-36	30
O=C(NCCN1CCOCC1)C1CC(=O)N(c2ccc(F)cc2)C1 (centres undefined)	6	3
COc1ccccc1OCC(=O)OCC(=O)NC1CCCCC1	-15	14
Cc1ccsc1/C=N/NC(=O)c1c[nH]c2ccccc12	-18	21
COc1cc(/C=N/NC2=NS(=O)(=O)c3ccccc32)ccc1OC(C)=O	-7	6
CCOC(=O)c1ccc(NC(=S)N2CCSC2c2ccc(OC)cc2)cc1 (centres undefined)	-17	7
Cc1cc(C)nc(SCc2ccc(F)cc2)n1	-9	13
Cc1ccc(O)c(NC(=S)NC(=O)/C=C/c2ccco2)c1	4	8
CCOC(=O)c1c(C)[nH]c(C(=O)COC(=O)C(C)N2C(=O)C3CCCCC3C2=O)c1C (centres undefined)	-4	15
CCOc1ccsc1C(=O)O	-19	23
CC(C)c1c(O)c2c(n(-c3ccccc3)c1=O)CCCC2	-2	7
CN(C)S(=O)(=O)N(CC(=O)Nc1ccccc1F)c1ccccc1	-22	14
O=C(c1cccc(Cl)c1)N1CCN(C2CCCCC2)CC1	-27	4
CCCNc1c(N)c(=O)c1=O	-14	10
COC(=O)C1Cc2ccccc2CN1S(=O)(=O)c1ccc(F)cc1 (centres undefined)	-17	27
Cc1ccc(S(=O)(=O)N2CCC(C(=O)N3CC(C)OC(C)C3)CC2)cc1 (centres undefined)	-8	11
Cc1ccccc1S(=O)(=O)/N=C(/Nc1c(C)n(C)n(-c2ccccc2)c1=O)c1ccccc1	-12	17
CCOC(=O)N1CCC(Nc2c(Nc3ccc(C)c(C)c3)c(=O)c2=O)CC1	-12	19
Cc1ccc(-c2nnn(CC(=O)N(c3ccccc3)C(C(=O)NCC3CCCO3)c3ccc(Cl)cc3)n2)cc1 (centres undefined)	-31	4
Cc1cccn2c(=O)c3cc(C(=O)NCc4ccc(F)cc4)c(=N)n(CC4CCCO4)c3nc12 (centres undefined)	-17	22
Cc1ccnc(NC(=O)CCC(=O)N(Cc2ccco2)C(C(=O)NC(C)C)c2ccc(F)cc2)c1 (centres undefined)	-27	19
c1csc(C2=Nn3c(nnc3-c3ccncc3)SC2)c1	-14	26
CCCC1=C(C(=O)OCC)C(c2ccccc2OCC)NC(=O)N1C (centres undefined)	-27	18
C#CCn1c(=O)cc(C)c2ccccc21	-13	-2
O=C(COC(=O)C1=COCCO1)Nc1ccc(F)c(F)c1	-3	7
N#Cc1cccc(NC(=O)Cc2ccsc2)c1	-6	-4
OCc1nc2ccccc2n1Cc1c(F)cccc1Cl	-21	4
O=c1c2ccccc2nc(SCc2cn3ccsc3n2)n1-c1ccccc1	-15	24
O=C(CN1CCCC1)Nc1ccc(Oc2ccc(NC(=O)CN3CCCC3)cc2)cc1	-32	5
Cc1ccccc1N(CC(=O)N1CCCCCC1)S(C)(=O)=O	-11	7
CC(C)NC(=O)COC(=O)c1cc(Br)ccc1Cl	-11	29
Cc1nn(CCO)c(C)c1Oc1ccccc1O	-3	1
CCOC(=O)N1CCN(CCC(=O)Nc2ccccc2)CC1	-8	2
COC(=O)c1ccc(-c2nc(CN3CCC(C(=O)N4CCOCC4)CC3)c(C)o2)cc1	-4	7
COc1ccc(NC(=O)N2CCCCCC2)cc1OC	-7	11
COc1cccc2c1cc1c(=O)n(CC(=O)NCCCc3ccccc3)nc(C)n12	-10	6
NC(=O)NCC1CC1	8	28
C/C(CC(=O)NC12CC3CC(CC(C3)C1)C2)=N\NC(=O)c1cnccn1	-16	22
Cc1ccc(S(=O)(=O)NCCC(=O)Nc2cccc(Cl)c2)cc1	-12	28
Clc1ccc(-c2noc(CN3CCOCC3)n2)cc1	-2	1
CCOC(=O)C1(C)Oc2ccccc2C(c2ccc(OC)cc2)=C1C(=O)OC (centres undefined)	-20	21
CN1CCN(CC(=O)Nc2nc(-c3ccccc3)cs2)CC1	-10	9
C#CCOCCOCCOCCNc1nc(N2CCN(C(=O)[C@H]([C@@H](C)CC)n3cc(CCCCN)nn3)CC2)nc(N2CCN(C(=O)[C@H](CCCCN)n3cc(CCC(=O)O)nn3)CC2)n1	-17	0
Cc1ccc(S(=O)(=O)N(C)c2ccc3c(ncn3C)c2[N+](=O)[O-])cc1	-30	18
CCOC(=O)c1cc(-c2ccncc2)nc2c1c(C)nn2-c1ccccn1	-17	27
CCCCn1c(-c2cccc(F)c2)nc2c1c(=O)[nH]c(=O)n2CC(C)C	-15	18
Cc1nc2c(-c3ccc(F)cc3)c(C)nn2c(C)c1CCC(=O)Nc1ccccc1	-12	13
Brc1ccccc1-c1nnc(CSc2nnnn2-c2ccccc2)o1	-48	3
Cc1ccc(C2CC(c3cccs3)n3nc(N)nc3N2)cc1 (centres undefined)	-18	9
CCN(CC)S(=O)(=O)c1ccc(C(=O)N2CCN(CCN3C(=O)c4cccc5cccc(c45)C3=O)CC2)cc1	-16	4
O=c1c2cc(Br)ccc2nc(-c2ccc(Cl)cc2)n1O	-21	10
COc1cc(CCC(=O)OCC(=O)Nc2ccc(F)c(F)c2F)cc(OC)c1OC	-17	16
COC(=O)c1c(NC(=O)C2CC=CCC2C(=O)O)sc(C(N)=O)c1C (centres undefined)	-5	17
Cc1nn2c(N3CCN(C(=O)c4ccco4)CC3)cc(C(C)(C)C)nc2c1-c1ccccc1	-5	24
O=C(Nc1cccc(O)c1)c1cc(-c2ccccc2Cl)on1	15	17
CCOc1cc(-c2nc(-c3cc(OC)c(OC)c(OC)c3)no2)cc(OCC)c1OCC	-9	-7
CC(NCc1ccc(S(N)(=O)=O)cc1)C(=O)N1c2ccccc2CC1C (centres undefined)	-6	0
OCC1OC(Oc2c[nH]c3ccccc23)C(O)C(O)C1O (centres undefined)	-20	28
COc1ccccc1NC(=O)C1CCCN1S(=O)(=O)c1ccc(Cl)cc1 (centres undefined)	8	62*

Continuation.
SMILES	OX1R antag-1	OX1R antag-2
O=C(Cn1cnc2cc([N+](=O)[O-])ccc2c1=O)Nc1ccccc1-c1ccccc1	-23	48*
O=C(OCN1C(=O)c2ccccc2C1=O)c1cccc(S(=O)(=O)N2CCOCC2)c1	-13	9
C=CCN(c1ccc(C(=O)OC)cc1)S(=O)(=O)c1ccccc1	-4	48
CCOc1ccccc1OCCCOc1ccc(C)cc1Cl	-27	16
O=C(NCC1CCCO1)C1CCCN(S(=O)(=O)c2ccc(Cl)cc2)C1 (centres undefined)	-14	14
CCOc1cc(/C=N/N=C/c2ccc(O)c(OCC)c2)ccc1O	-22	6
COc1ccc(CC(=O)Nc2cccc(C)n2)cc1OC	-12	10

An unsorted share of the library; overall some 2.1% were active at least once.
